# PTAP-TSG101 blk = TSG101-PTAP interaction inhibition, HIV-1 budding | Fluorescence polarization, FITC-PTAP peptide/Tsg101, 20 min | Potency, µM (titrated, usually from 115 µM), inactives show top-dose activity change, negative = inhibition, usual class: inhibitors | 44,000 tested, under 10 active; further: potency means the concentration at half of the fitted maximal effect; 0% is about no effect
# Target sequence (Q99816 whole entry, looked up): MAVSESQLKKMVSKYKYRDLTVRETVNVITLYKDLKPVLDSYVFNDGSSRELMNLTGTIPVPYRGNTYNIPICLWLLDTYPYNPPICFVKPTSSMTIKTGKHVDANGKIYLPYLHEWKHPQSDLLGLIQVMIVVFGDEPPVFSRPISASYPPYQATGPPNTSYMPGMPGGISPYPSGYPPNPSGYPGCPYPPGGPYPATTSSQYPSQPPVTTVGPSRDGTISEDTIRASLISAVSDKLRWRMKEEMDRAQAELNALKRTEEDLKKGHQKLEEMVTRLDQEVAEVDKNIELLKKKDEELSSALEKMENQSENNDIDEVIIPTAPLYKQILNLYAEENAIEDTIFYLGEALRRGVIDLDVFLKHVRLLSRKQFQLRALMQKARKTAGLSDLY
#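 Fluorescence polarization binding of Tsg101 binding domain (10 uM final) to FITC-labeled PTAP-motif peptide (50 nM final) in HEPES pH 7.5/NaCl/Tween 20/EDTA/TCEP buffer; 20 min at r.t. Actives by curve class, <25 µM, efficacy <60% inhibition.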
# p53null 32C kill = kills p53 null cells at the permissive temperature; H1299-neo p53 null cells, ATP luminescence, 24 h, 32C; Potency, µM (titrated, usually from 46.1 µM), inactives show at the top dose activity change, negative = cytotoxicity, actives largely listed as cytotoxic; actives 0.62% (n = 55,000);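 further: potency means the concentration at half of the fitted maximal effect; 0% = DMSO only and -100% = full killing by 100 µM tamoxifen; nearly all actives have a fitted effect of over 55% in size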
#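 ATP-content luminescence in p53-null H1299-neo cells after 24 h compound exposure (up to 46 uM) at 32C permissive temperature; 0% and 100% killing set by DMSO and 100 uM tamoxifen; Hill-equation AC50.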
# NTMT1 inh = NTMT1 methyltransferase inhibition; Q9BV86; NTMT1 MTase-Glo SAH luminescence, purified enzyme; Potency, µM (titrated, usually from 114 µM), for the others: top-dose activity change, negative = inhibition, hits mostly inhibitors; actives 2.5% (n = 59,000);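 further: potency means the concentration at half of the fitted maximal effect; plate controls were DMSO vehicle for no effect and no enzyme for full effect; nearly all actives have a fitted effect of over 65% in size; many of its hits are not listed in these tables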
# Target sequence (Q9BV86 whole entry, looked up): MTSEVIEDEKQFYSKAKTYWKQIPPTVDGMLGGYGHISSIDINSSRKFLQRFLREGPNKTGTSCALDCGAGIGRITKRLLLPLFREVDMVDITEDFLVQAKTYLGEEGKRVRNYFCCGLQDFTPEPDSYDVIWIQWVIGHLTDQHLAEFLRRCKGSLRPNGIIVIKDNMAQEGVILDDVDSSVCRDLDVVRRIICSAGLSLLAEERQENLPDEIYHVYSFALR
# GALK inhibitor = GALK (human) enzyme inhibition; P51570; 44,000 tested, under 10 active; recombinant GALK, Kinase-Glo ATP luminescence, 1 h; Potency, µM (top dose mostly 57.5 µM), for the others: at the top dose activity, negative = inhibition, actives largely listed as inhibitors;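 further: plate controls were full GALK reaction for no effect and reaction lacking GALK for full effect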
# Target sequence (P51570 whole entry, looked up): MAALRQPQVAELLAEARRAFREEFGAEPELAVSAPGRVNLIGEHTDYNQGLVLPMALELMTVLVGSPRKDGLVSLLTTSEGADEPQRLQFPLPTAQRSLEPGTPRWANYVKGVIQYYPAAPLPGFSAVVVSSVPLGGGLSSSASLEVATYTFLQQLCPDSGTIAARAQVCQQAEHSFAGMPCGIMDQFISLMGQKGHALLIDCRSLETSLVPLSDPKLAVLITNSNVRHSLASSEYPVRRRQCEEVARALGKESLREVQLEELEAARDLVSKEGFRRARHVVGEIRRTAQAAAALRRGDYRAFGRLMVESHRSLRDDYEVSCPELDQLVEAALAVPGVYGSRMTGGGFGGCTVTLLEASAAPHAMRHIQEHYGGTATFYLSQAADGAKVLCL
#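 Reactions with and without enzyme served as controls. GALK at 5 nM phosphorylates 100 uM galactose using 35 uM ATP (HEPES pH 8.0, Mg2+) for 1 h at RT, with luminescence read 10 min after adding Kinase-Glo Plus.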
# p53null 39C tox = selectivity test: cytotoxicity in p53 null cells, nonpermissive temperature. actives 0.97% (n = 55,000). H1299 p53-null (neo) cells, 39C, ATPlite viability, 24 h. Potency, µM (series often up to 46.1 µM), for inactives: at the top dose activity, negative = cell killing, hits mostly cytotoxic;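 further: potency means the concentration at half of the fitted maximal effect; 0% = DMSO only and -100% = full killing by 100 µM tamoxifen; nearly all actives have a fitted effect of over 50% in size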
#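 Luminescent ATP signal reported cell survival after H1299 lines (neo, p53 null; or p53 A138V) received up to 46 uM compound and 24 hr incubation at 39C.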
# FH mod = Identification of activators of human fumarate hydratase by quantitative high-throughput screening; Fumarate hydratase, mitochondrial (Homo sapiens), P07954; actives 0.22% (n = 54,000); FH coupled MDH/diaphorase resazurin fluorescence, 15 min; Potency, µM (highest dose often 79.9 µM), inactives show at the top dose activity change, negative = inhibition, hits mostly inhibitors; AID 1347055, 2019; further: potency means the concentration at half of the fitted maximal effect; on the % scale 0 is the no-effect control and ±100 the full control effect; the screen sought activators but most active calls are inhibition curves; nearly all actives have a fitted effect of over 45% in size
# B2AR arrestin ag = beta-arrestin recruitment by human beta2-adrenergic receptor ligands | Potency, µM (highest dose often 46.1 µM), without a hit: at the highest dose activation, most hits filed as activators | P07550 | HTLA Tango cells, beta-arrestin recruitment, luciferase luminescence, 18 h | 44,000 tested, under 10 active | AID 1347077;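 further: potency means the concentration at half of the fitted maximal effect; 0% = DMSO and full agonism = EC100 isoproterenol or metaproterenol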
#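 Luminescence read-out: arrestin recruitment to recombinant beta2-AR releases tTA, inducing luciferase. Cells exposed 18 hr at 37 degrees C to up to 46 microM compound; %Activity from corrected signal, concentration-response curves classified by r2, magnitude and efficacy.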
# An asterisk follows results filed as active; u = inconclusive; x = no result given; & = joins results of further samples; [ ] = remark or other dose. The call rests on the fitted dose curve; in most records, active means well fitted curve in the direction sought with a large enough effect; inconclusive means small, poorly fitted or top-dose-only effect, or another doubt; inactive means no such curve, though single readings can be large; an effect the other way counts as inactive or inconclusive. Not all compounds are listed. The share of hits here may be higher or lower than overall.
no. | structure | PTAP-TSG101 blk | p53null 32C kill | NTMT1 inh | GALK inhibitor
1 | CCOC(=O)CNc1ncnc2c1nnn2C | -0.5% | 6.1% | 6.8% | 2.5%
2 | CCc1ccccc1NC(=O)CSc1nc2c(c(=O)[nH]1)CN(Cc1ccccc1OC)CC2 | 0.1% | -2.3% | u | -10.5%
3 | CCc1nnc2n1N(C(C)=O)C(c1ccc(C(C)(C)C)cc1)=C(C(C)=O)S2 | -3.8% | 42.2%[activator] | -9.9% | -2.8%
4 | Cc1ccc(NC(=O)CSc2nnc3nc(C)cc(C)n23)cc1 | -7.9% | 6.1% | 5.1% | 2.5%
5 | O=C(Cn1cnc(S(=O)(=O)N2CCCC2)c1)Nc1ccc(OC(F)(F)F)cc1 | 1.2% | 1.9% | 8.1% | -0.4%
6 | Cc1ccc(C)c(CN2CCC(CNC(=O)c3cc4ccc5cccnc5c4[nH]3)CC2)c1 | 1.3% | -2.0% | -0.2% | -3.9%
7 | CCC(C)NC(=O)C1CCN(S(=O)(=O)c2ccc3c(c2)CCCN3C(C)=O)CC1 (stereo unspecified) | -0.4% | -3.5% | 0.3% | -6.0%
8 | CCOC(=O)c1c(S(=O)(=O)N2CCC(C(=O)N3CCN(c4cc(C)ccc4C)CC3)CC2)c(C)n(C)c1C | -8.1% | 20.0% | -1.4% | -3.7%
9 | Cc1ccc(OCCCn2c(-c3ccc(Cl)cc3)nc3ccccc3c2=O)cc1C | 1.6% | -1.3% | x | -0.4%
10 | Cc1ccc(NC(=O)Cn2cc(S(=O)(=O)Cc3ccc(F)cc3)c3ccccc32)cc1Cl | -0.2% | 0.2% | u | 1.1%

no. | p53null 39C tox | FH mod | B2AR arrestin ag
1 | -13.3% | -3.9% | -1.9%
2 | -3.5% | 27.6% | -0.6%
3 | 4.6% | -8.2% | -4.0%
4 | -11.6% | u | 0.7%
5 | -11.1% | -8.3% | -0.3%
6 | 2.5% | -5.3% | -0.2%
7 | -12.9% | -10.9% | -1.0%
8 | -5.0% | -20.8% | -2.2%
9 | 1.5% | x | 0.5%
10 | u | -25.1% | 1.1%

# Later entries.
no. | structure | PTAP-TSG101 blk | p53null 32C kill | NTMT1 inh | GALK inhibitor
11 | COC(=O)c1ccc(NC(=O)c2cnn(-c3ccc(Cl)cc3)c2C2CCN(C(=O)OC(C)(C)C)CC2)cc1 | -0.7% | 16.5% | u | 1.6%
12 | O=C(Nc1ccc(Cl)cc1)c1cc(S(=O)(=O)N2CCCc3ccccc32)ccc1F | 0.4% | 4.8% | -6.8% | -0.3%
13 | CC(=O)N1CCOc2cc(S(=O)(=O)N(C)Cc3ccccc3)c(Cl)cc21 | 1.1% | 8.5% | -3.5% | -1.9%
14 | CCn1c(=O)c2cc(C(=O)NCc3ccc(F)cc3Cl)sc2c2ccccc21 | -3.3% | -3.9% | u | 1.3%
15 | COC(=O)c1scc(-c2ccc(C)cc2)c1S(=O)(=O)Nc1ccc(NC(C)=O)cc1 | -4.5% | 2.4% | 1.3% | 0.6%
16 | O=C(NCc1ccccc1Cl)C1CCN(S(=O)(=O)c2ccc3c(c2)CCCN3C(=O)C2CCC2)CC1 | 0.6% | 0.1% | -9.0% | -1.5%
17 | COC(=O)C(C)Sc1nc2c([nH]c3ccccc32)c(=O)n1-c1ccc(OC)cc1 (stereo unspecified) | 1.2% | -1.4% | 3.0% | 2.3%
18 | COc1ccc(Cn2c(C(=O)O)c(CNCc3ccccc3F)c3ccc(OC)cc32)cc1 | -11.5% | -16.0% | 10.7% | 5.5%
19 | O=C(Nc1cc(F)ccc1F)C1COc2ccccc2C1 (stereo unspecified) | 2.5% | 9.6% | 1.3% | -0.3%
20 | CCOc1ccc(CCNC(=O)CSc2cc(=O)n(C)c3cc(Cl)ccc23)cc1OCC | -8.7% | 2.4%&9.2% | 13.7% | 4.7%

no. | p53null 39C tox | FH mod | B2AR arrestin ag
11 | 38.8%[activator] | -24.5% | -0.1%
12 | 18.1% | -23.5% | -1.0%
13 | 22.9% | -13.6% | -1.0%
14 | 8.2% | -2.3% | 0.6%
15 | 10.8% | -24.1% | 0.0%
16 | -13.9% | -20.7% | -0.8%
17 | 5.1% | 4.4% | 0.2%
18 | -29.6% | -0.8% | 2.5%
19 | 9.9% | 1.1% | -0.4%
20 | 3.9% | -16.2% | -1.0%

# The listing continues.
no. | structure | PTAP-TSG101 blk | p53null 32C kill | NTMT1 inh | GALK inhibitor
21 | COc1ccc(C2CC(=O)N(CC(=O)Nc3ccc(C(F)(F)F)cc3)c3ccccc3S2)cc1 (stereo unspecified) | -6.1% | -11.6% | 1.2% | 4.1%
22 | CCCc1cc(=O)[nH]c(Nc2cc(Cl)cc(Cl)c2)n1 | 1.9% | 29.1% | x | 9.4%
23 | COc1ccc(CNC(=O)CN(c2ccc(C)cc2)S(=O)(=O)c2c(C)n[nH]c2C)cc1 | 1.0% | 7.2% | 1.1% | 1.7%
24 | CCOc1ccc(C2C(C(N)=O)=C(C)Nc3nc(SCc4ccccc4F)nn32)cc1 (stereo unspecified) | -0.7% | 7.0% | 8.8% | -4.7%
25 | COc1ccc(NC(=O)c2oc3ccccc3c2NC(=O)COc2ccc(C(C)C)cc2)c(OC)c1 | 3.1% | -0.1% | 14.9% | -0.9%
26 | Cc1ccc2c(c1)-c1nc(-c3ccc4c(c3)NC(=O)CO4)cc(-c3ccc(Cl)cc3)c1CO2 | -0.8% | x | 10.7% | 5.2%
27 | COc1ccc(C(=O)CC2(O)C(=O)Nc3c(C)cccc32)c(OC)c1OC (stereo unspecified) | 2.7% | -2.8% | -3.0% | -0.6%
28 | CN1CCN(C(=O)c2cnn(-c3cccc(F)c3)c2C2CCN(C(=O)OC(C)(C)C)CC2)CC1 | -7.4% | 4.9% | 11.9% | 0.1%
29 | COc1cccc(C2c3c(oc4ccc(C)cc4c3=O)C(=O)N2CCCN2CCOCC2)c1OC (stereo unspecified) | 1.3% | -4.5% | -9.3% | -1.5%
30 | CCCN1CCCc2cc(CN(CCCN3CCOCC3)C(=O)Nc3ccc(OCC)cc3)ccc21 | -4.6% | 2.5% | -6.2% | 1.0%

no. | p53null 39C tox | FH mod | B2AR arrestin ag
21 | -9.8% | -27.7% | 0.4%
22 | u | x | 0.0%
23 | 3.4% | -0.8% | 0.9%
24 | 22.0% | -1.8% | 0.6%
25 | 38.9%[activator] | -0.6% | 0.1%
26 | x | -2.5% | 0.9%
27 | 17.0% | -13.5% | 0.5%
28 | 5.0% | 3.1% | -0.1%
29 | 22.3% | -3.5% | 1.3%
30 | 18.0% | -11.6% | -1.0%

# Next records.
no. | structure | PTAP-TSG101 blk | p53null 32C kill | NTMT1 inh | GALK inhibitor
31 | Cc1oc(-c2ccc(C(=O)NCc3ccc(F)cc3)cc2)nc1CS(=O)c1ccccc1 (stereo unspecified) | -1.5% | -8.0% | 2.1% | 3.4%
32 | CCN(Cc1ccccc1)S(=O)(=O)c1ccc(F)c(C(=O)Nc2ccc(C(C)C)cc2)c1 | -7.7% | -14.0% | 9.1% | -0.1%
33 | Cc1ccc(CN2CCN(C3CCN(C(=O)c4ccccc4)CC3)C(=O)C2=O)cc1 | -5.6% | 1.5% | x | 1.7%
34 | COc1cc(NC(=O)C(Cc2ccccc2)NS(=O)(=O)c2cccc3nsnc23)cc(OC)c1 (stereo unspecified) | -2.5% | 13.3% | 6.6% | 7.9%
35 | O=C(CSc1nc2c([nH]c3ccccc32)c(=O)n1-c1ccccc1)Nc1ccc(Cl)c(Cl)c1 | -1.0% | 22.5% | -4.9% | -2.7%
36 | Cc1ccc(-n2cc(C(=O)OCc3ccc(Cl)cc3)c3ccccc3c2=O)cc1 | 4.7% | 1.1% | 7.4% | 0.0%
37 | Cc1cccc(NC(=O)c2ccc(C(=O)Nc3cccc(C)c3C)cc2)c1C | 0.6% | 1.6% | x | 0.0%
38 | CCOC(=O)c1ccc(NC(=O)CN(Cc2ccc(C)cc2)S(=O)(=O)c2ccc(C)cc2)cc1 | -0.4% | 4.2% | 10.0% | 3.1%
39 | CCN1CCN(CCCNC(=O)Cn2c(-c3cccs3)cc3cc(F)ccc32)CC1 | -0.6% | 3.7% | -17.8% | 1.6%
40 | CCN1CCSc2ccc(C(=O)NCc3ccc(OC)cc3)cc21 | 0.2% | 8.5% | 8.9% | -1.9%

no. | p53null 39C tox | FH mod | B2AR arrestin ag
31 | -3.0% | -2.8% | 2.4%
32 | 16.4% | -17.0% | 7.8%
33 | -32.8% | x | -0.5%
34 | -11.3% | -21.3% | 1.1%
35 | 8.9% | -6.4% | 6.1%
36 | 27.7% | -4.2% | 0.6%
37 | -3.0% | x | 0.4%
38 | 36.4%[activator] | -24.1% | 0.5%
39 | 12.9% | 1.7% | 0.1%
40 | -7.6% | -9.1% | 0.1%

# Complete entries from above.
# CCN1CCSc2ccc(C(=O)NCc3ccc(OC)cc3)cc21 reads PTAP-TSG101 blk: 0.2%; p53null 32C kill: 8.5%; NTMT1 inh: 8.9%; GALK inhibitor: -1.9%; p53null 39C tox: -7.6%; FH mod: -9.1%; B2AR arrestin ag: 0.1%
# Cc1cccc(NC(=O)c2ccc(C(=O)Nc3cccc(C)c3C)cc2)c1C reads PTAP-TSG101 blk: 0.6%; p53null 32C kill: 1.6%; NTMT1 inh: x; GALK inhibitor: 0.0%; p53null 39C tox: -3.0%; FH mod: x; B2AR arrestin ag: 0.4%

# (listing goes on)
no. | structure | PTAP-TSG101 blk | p53null 32C kill | NTMT1 inh | GALK inhibitor
41 | N#Cc1nc(-c2ccc(COc3ccc(Cl)cc3)o2)oc1N1CCN(c2ccccc2)CC1 | -1.8% | -1.2% | -12.9% | 0.8%
42 | CCOc1ccccc1NS(=O)(=O)c1ccc2[nH]c3c(c2c1)CCCCC3 | 0.6% | 31.0%[activator] | u | 0.3%
43 | CC(C)CCNc1nc2c(S(=O)(=O)c3ccc(Br)cc3)nnn2c2ccsc12 | 4.6% | -4.8% | -1.9% | 1.0%
44 | COc1ccc(OCC(=O)NC2CC(=O)N(c3ccc4c(c3)OCCO4)C2)cc1 (stereo unspecified) | 0.1% | 0.0% | 15.4% | 2.4%
45 | N#Cc1ccccc1NC(=O)c1cc2c(=O)n3ccccc3nc2s1 | -2.3% | 0.9% | -8.4% | 0.2%
46 | CC1CCN(S(=O)(=O)c2ccc3nc(-c4cccnc4)cc(C(=O)NCCCOC(C)C)c3c2)CC1 | -0.1% | -5.5% | u | -0.1%
47 | O=C(Nc1cccc(Br)c1)Nc1nc2c(s1)CCCCCC2 | -0.7% | 4.5% | 11.3% | 0.6%

no. | p53null 39C tox | FH mod | B2AR arrestin ag
41 | 14.5% | 0.4% | -3.7%
42 | u | u | -0.1%
43 | -18.0% | -10.9% | 1.4%
44 | -9.2% | 0.1% | -4.3%
45 | 10.2% | -6.5% | 0.8%
46 | -1.3% | -18.7% | 2.1%
47 | u | -11.3% | -1.0%
